CHRM5 PAM – human M5 muscarinic receptor positive allosteric modulators, primary screen, CHO-K1 cells, Fluo-8 calcium fluorescence | Muscarinic acetylcholine receptor M5 (Homo sapiens), P08912 | CHO-K1 hM5, ACh EC20 PAM; 0% = ACh EC20, 100% = ACh EC100 | activation, % at 3 µM | AID 624038, 2012 | actives 0.3% (n = 360,000);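 active = activation above the run cutoff, the mean activation of all test compounds plus 3 SD, cut at about 18% in these data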
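Assay system: CHO-K1 hM5 cells. Also added: acetylcholine at EC20 concentration, added after compound. Dosing: 3 µM, single dose. Times: compound preincubation 140 s before EC20 acetylcholine addition. Signal: Fluo-8 calcium fluorescence. Measure: % activation relative to EC20 and EC100 ACh responses. Repeats: singlicate, one well per test compound.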
CHRM1 antagonist – human M1 muscarinic receptor antagonists, primary screen, CHO-K1 cells, Fluo-8 calcium fluorescence, 1536-well | Muscarinic acetylcholine receptor M1 (Homo sapiens), P11229 | CHO-K1 hM1, ACh EC80 antagonist | inhibition, % at 3 µM | actives 1.3% (n = 360,000) | AID 588852, 2011;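 active = percent inhibition above its own plate's cutoff, namely the mean of that plate's compound wells plus 3 SD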;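 also: peak over basal fluorescence ratio during 140 s after agonist addition; 0% = ACh EC80 plus DMSO and 100% = DMSO alone without agonist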
Target sequence (P11229 whole entry, looked up): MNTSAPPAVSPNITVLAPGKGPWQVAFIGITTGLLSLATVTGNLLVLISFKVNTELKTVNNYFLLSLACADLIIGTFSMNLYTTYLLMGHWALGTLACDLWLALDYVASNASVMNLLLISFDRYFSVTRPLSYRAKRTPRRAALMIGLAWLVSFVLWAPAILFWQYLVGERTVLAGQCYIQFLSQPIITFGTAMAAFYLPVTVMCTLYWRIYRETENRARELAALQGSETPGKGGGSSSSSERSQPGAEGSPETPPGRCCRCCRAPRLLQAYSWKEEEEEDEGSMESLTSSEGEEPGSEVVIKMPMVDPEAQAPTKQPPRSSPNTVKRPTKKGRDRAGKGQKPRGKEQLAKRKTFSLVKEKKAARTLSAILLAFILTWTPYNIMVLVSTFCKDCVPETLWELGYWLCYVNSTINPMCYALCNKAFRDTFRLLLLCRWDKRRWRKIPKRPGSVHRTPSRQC
M1 PAM – human M1 muscarinic receptor positive allosteric modulators, primary screen, CHO-K1 cells, Fluo-8 calcium fluorescence, 1536-well | CHO-K1 hM1, ACh EC20; 0% = ACh EC20, 100% = maximal ACh | AID 588819, 2011 | activation, % at 3 µM | actives 0.088% (n = 360,000); in the data active = activation above about 19%, passing the limit was not always enough
CHRM4 antagonist – human M4 muscarinic receptor antagonists, primary screen, CHO cells, Fluo-8 calcium fluorescence; Muscarinic acetylcholine receptor M4 (Homo sapiens), P08173; CHO-hM4 cells, ACh EC80; inhibition, % at 3 µM; actives 0.73% (n = 360,000); AID 624125, 2012;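 active = inhibition above its plate's cutoff, the mean inhibition of sample wells plus 3 SD, cut at about 27% in these data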;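 also: 0% = acetylcholine EC80 with DMSO and 100% = DMSO without agonist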
Target sequence (P08173 whole entry, looked up): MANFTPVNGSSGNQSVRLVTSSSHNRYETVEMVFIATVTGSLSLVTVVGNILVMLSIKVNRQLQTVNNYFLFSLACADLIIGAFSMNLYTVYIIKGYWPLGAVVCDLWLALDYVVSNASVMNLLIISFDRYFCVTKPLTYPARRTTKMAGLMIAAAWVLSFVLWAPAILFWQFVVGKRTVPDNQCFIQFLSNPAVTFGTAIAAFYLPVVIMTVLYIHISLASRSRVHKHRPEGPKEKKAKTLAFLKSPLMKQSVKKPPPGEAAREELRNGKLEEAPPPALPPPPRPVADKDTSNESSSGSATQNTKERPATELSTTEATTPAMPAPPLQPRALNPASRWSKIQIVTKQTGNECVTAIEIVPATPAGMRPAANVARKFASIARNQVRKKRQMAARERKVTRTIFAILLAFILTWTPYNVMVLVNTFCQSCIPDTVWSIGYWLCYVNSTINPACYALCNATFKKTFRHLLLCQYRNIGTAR
CHRM5 antagonist – human M5 muscarinic receptor antagonists, primary screen, CHO cells, Fluo-8 calcium fluorescence; Muscarinic acetylcholine receptor M5 (Homo sapiens), P08912; CHO-hM5 cells, ACh EC80; actives 0.59% (n = 360,000); inhibition, % at 3 µM; AID 624040, 2012;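 active = inhibition above a per-plate cutoff, the mean of that plate's test compounds plus 3 SD, cut at about 27% in these data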;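 also: 0% = acetylcholine EC80 with DMSO and 100% = DMSO without agonist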
CRFBP-R2 agonist – agonists of CRF-BP/CRF-R2 complex, primary screen, cell-based, HEK293, calcium dye fluorescence, uHTS | AID 588473, 2011 | activation, % at 13.2 µM | calcium dye fluorescence (FLIPR); percent of saturating CRF peptide response | CRF-binding protein / CRF receptor 2 complex (human) | actives 0.46% (n = 350,000);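 active = activation of at least 50%, plus an integration ratio under a set limit after plate pattern correction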;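 also: plate controls were neutral control wells without compound for no effect and CRF at EC100 for full effect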
CHRM4 PAM – human M4 muscarinic receptor positive allosteric modulators, primary screen, CHO-K1 cells, Fluo-8 calcium fluorescence; Muscarinic acetylcholine receptor M4 (Homo sapiens), P08173; CHO-K1 hM4/Gqi5, ACh EC20; 0% = ACh EC20, 100% = maximal ACh; activation, % at 3 µM; actives 0.4% (n = 360,000);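 active = activation above its plate's cutoff, the mean activation of sample wells plus 3 SD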; also: some results filed as inactive read as strong as hits
CHRM4 agonist – human M4 muscarinic receptor agonists, primary screen, CHO-K1 cells, Fluo-8 calcium fluorescence | Muscarinic acetylcholine receptor M4 (Homo sapiens), P08173 | CHO-K1 hM4/Gqi5; vehicle 0%, full acetylcholine response 100% | activation, % at 3 µM | actives 0.14% (n = 360,000);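 active = activation above the run mean over all test wells plus 3 SD, cut at about 32% in these data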;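 also: peak over basal fluorescence ratio per well then scaled between controls; 0% = DMSO wells and 100% = acetylcholine at EC100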
M5 ag – human M5 muscarinic receptor agonists, primary screen, CHO-K1 cells, Fluo-8 calcium fluorescence; Muscarinic acetylcholine receptor M5 (Homo sapiens), P08912; actives 0.19% (n = 360,000); CHO-K1 hM5 cells; 0% DMSO wells, 100% maximal acetylcholine response; activation, % at 3 µM;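 active = activation above the run's mean over test compounds plus 3 SD, cut at about 23% in these data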;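 also: signal is peak over basal fluorescence ratio across the kinetic read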
The depositor's hits bear a star; · = no result given. Hits appear at their usual frequency; about 2.8% have a hit in one of these screens.

SMILES	CHRM5 PAM	CHRM1 antagonist	M1 PAM	CHRM4 antagonist	CHRM5 antagonist	CRFBP-R2 agonist	CHRM4 PAM	CHRM4 agonist	M5 ag
COc1ccc(S(=O)(=O)N2CCCCCC2)cc1C(=O)N1CCN(C(C)=O)CC1	-3	-7	9	-4	-1	2.9	3	0	1
OCc1ccccc1OCCCN1CCC(Cc2ccccc2)CC1	-6	33*	-20	21	14	-0.8	-15	2	-20
COC(=O)CSc1nnc([C@H](CC(C)C)NC(=O)OC(C)(C)C)o1	-3	-9	6	2	1	0.0	2	0	-1
Cc1cc(C(=O)C(=O)NC(C)C)c(C)n1-c1ccc([N+](=O)[O-])cc1	2	2	3	-12	-10	1.9	6	1	-3
Nc1nc2c3ccccc3nc(C3CC3)n2n1	-4	1	-1	2	-12	1.2	1	0	0
O=C(COC(=O)COc1ccccc1Cc1ccccc1)Nc1cccnc1Cl	-1	5	-4	3	4	0.1	1	3	-1
COCCN(C(=O)c1ccccc1F)c1nc(-c2ccc(OC)cc2)cs1	-2	12	-10	3	15	1.0	-6	1	-1
Fc1ccccc1NC(=S)NC1CCCC1	-1	-15	12	3	18	-0.1	-1	0	-5
CCCc1c(C(=O)NNc2cc(C(F)(F)F)ccc2Cl)cnn1-c1ccccc1	3	2	1	-9	3	-1.3	-4	1	2
CNc1nnc(SCC(=O)c2cc(C)n(C3CC3)c2C)s1	7	-4	9	2	6	-0.2	5	14	1
CCN1CCc2c(sc(NC(=S)NC(=O)c3ccco3)c2C(N)=O)C1	4	2	6	4	4	47	-3	1	1
COCCN(C(=O)COC(=O)Cc1c[nH]c2ccccc12)c1c(N)n(Cc2ccccc2)c(=O)[nH]c1=O	-2	-11	7	-11	3	0.1	11	0	0
O=C(Nc1ccc(-c2nc3ccccc3o2)cc1)c1ccc(N2C(=O)C3C4C=CC(C4)C3C2=O)cc1 (centres undefined)	-6	11	-2	2	17	-0.3	-3	5	1
CC1=CC(C)(C)N(C(=O)CSc2ncn[nH]2)c2ccccc21	8	-7	8	9	-2	4.1	10	0	4
CCOC(=O)C1CSC2(CCC(c3ccccc3)CC2)N1 (centres undefined)	8	-5	10	-2	-6	-2.7	6	1	0
Fc1cccc(NC(=S)NNc2ccccc2)c1	-2	-4	5	12	16	-1.9	-6	1	1
CCN(CC)S(=O)(=O)N1CCN(S(=O)(=O)N2CCOCC2)CC1	4	3	5	-2	-8	0.0	11	2	2
O=C(CN1CCN(Cc2ccc(F)cc2)C1=O)NC1CCCC1	0	-8	4	8	2	-2.2	-13	0	-3
O=C(O)CC1S/C(=N\N=C/c2ccccc2)N(c2ccc(O)cc2)C1=O (centres undefined)	0	-22	2	-2	-4	-1.4	-1	-1	3
Cc1ccc(C(O)c2ncc(-c3ccc(C(F)(F)F)cc3)[nH]2)cc1F (centres undefined)	-5	-2	-3	7	7	·	0	3	0
Cc1cccc2cc(C#N)c(NCCCNS(=O)(=O)c3ccc(Cl)cc3)nc12	2	4	2	23	8	3.0	-29	6	3
C=CC[C@@H](CC(=O)NCCO)C(=O)NC[C@@H](OC(=O)[C@H](CC=C)CC(=O)OC(C)(C)C)c1ccccc1	-2	8	3	6	-2	33	10	5	8
CCn1c(SCC(=O)NC(C)(C)C)nnc1-c1ccoc1C	1	-9	4	4	0	0.0	0	0	0
COc1cc(OC)c(C(=O)OC(C)C(=O)NCc2ccc3c(c2)OCO3)cc1OC (centres undefined)	4	-5	0	-2	16	0.5	1	5	0
CC(C)C[C@H](NC(=O)C1CC(=O)N(c2ccc3c(c2)OCO3)C1)C(=O)NCc1ccco1 (some centres undefined)	-3	1	5	-10	8	1.2	7	2	-1

Continued.
SMILES	CHRM5 PAM	CHRM1 antagonist	M1 PAM	CHRM4 antagonist	CHRM5 antagonist	CRFBP-R2 agonist	CHRM4 PAM	CHRM4 agonist	M5 ag
Nc1c(Cl)cc(C2=NCCn3nc4cc([N+](=O)[O-])ccc4c32)cc1Cl	-17	0	2	6	12	0.1	-6	2	2
O=S(=O)(c1ccc(Cl)cc1)N1CCN(c2nc(C(F)(F)F)nc3ccccc23)CC1	-4	-6	3	2	1	1.4	-4	0	1
CC(C)n1cc(-c2nc(C(=O)NN)cs2)c(=O)n(Cc2ccccc2)c1=O	-11	20	-9	1	14	-0.7	-16	13	8
COc1cccc(-c2cc(C(=O)N3CCN(C(c4ccccc4)c4ccccc4)CC3)no2)c1	-1	-6	-2	1	-4	8.0	5	1	-3
CS(=O)(=O)N(CC(=O)N1CCCC1)c1ccc(Cl)cc1Cl	-2	-1	2	-5	10	0.0	2	0	-2
O=C(CCCc1ccccc1)Nc1ccccc1[N+](=O)[O-]	5	-17	6	-8	1	-3.8	0	-1	-2
COC(=O)C(C(=O)NCC1CCCO1)C1CCCC1 (centres undefined)	3	-30	16	-7	-9	0.5	9	1	-1
COc1ccccc1C(O)(C(=O)NNc1ccccc1C)c1ccccc1OC	-1	-13	16	-17	-6	-6.1	4	3	-1
O=C(Nc1scc(-c2ccccc2)c1C(=O)O)c1ccc(F)cc1	4	-8	9	0	5	-2.3	1	1	-5
CC(OC(=O)c1ccc(CN2CCCC2=O)cc1)C(=O)Nc1ccc(Cl)cc1 (centres undefined)	-4	-12	14	-11	5	0.8	19	1	4
O=C(O)C1Cc2ccccc2CN1C(=O)COc1ccc(Cl)cc1 (centres undefined)	5	-7	14	-8	-8	-3.4	16	0	0
CCN(C(=O)CSc1nnc(-c2ccc(F)cc2)c2ccccc12)C1CCS(=O)(=O)C1 (centres undefined)	-2	-18	13	9	2	1.2	-1	0	-2
CCSC1=NCCN1C(=O)c1ccc(S(=O)(=O)N(C)C)cc1	-1	-13	16	-3	-1	0.3	7	0	1
Cc1ccc2[nH]c3c(=O)n4c(nc3c2c1)SCC4	3	-7	0	0	5	-1.9	10	0	-5
CN1CCN(CC(C)(C)NS(=O)(=O)c2ccc(Cl)cc2)CC1	1	-1	3	-12	-1	-2.1	3	2	-2
COc1ccc(Nc2nc3c(C)cccn3c(=O)c2C=NCc2ccccc2)cc1	3	-15	5	-17	-6	2.6	3	1	-6
CC(Sc1nnc(CN2CCCC2)n1Cc1ccccc1)C(=O)Nc1ccc(F)c(F)c1F (centres undefined)	1	-1	4	-29	-2	5.0	2	3	-6
Cc1ccc(/C(N)=N/OC(=O)c2ccc3c(c2)OCO3)cc1	-1	-2	-4	10	2	6.7	-1	0	1
Cc1ccc(CNC(=O)C(Cc2ccccc2)n2cccc2)cc1 (centres undefined)	7	4	-3	-21	-2	-1.1	3	0	-9
CCOc1ccc(CCNS(=O)(=O)c2cc3c(cc2C)NC(=O)CO3)cc1OCC	3	-15	7	6	0	-7.6	0	6	2
CCCc1c(C(=O)Nc2ccc(OC)cc2)cnn1-c1ccccc1	-2	-12	8	-4	-7	-4.5	14	4	2
COc1ccc(Br)c(C(=O)Nc2cccc(Cl)c2Cl)c1	-2	12	-9	7	2	2.8	-7	-1	-2
C=CCn1c(SCC(=O)N2CCOCC2)nc(O)cc1=O	1	4	4	6	3	-0.6	-4	1	-4
COc1cc(C)nc(NC(=O)COc2ccc(Cl)cc2C)n1	-2	-17	10	4	-2	-0.8	6	0	-2
COc1cc(/C=N/Nc2nc3ccccc3s2)cc([N+](=O)[O-])c1O	4	-7	10	2	8	-1.4	10	-1	1

Sorted by heavy-atom count (descending): 4 of the compounds above.
SMILES	CHRM5 PAM	CHRM1 antagonist	M1 PAM	CHRM4 antagonist	CHRM5 antagonist	CRFBP-R2 agonist	CHRM4 PAM	CHRM4 agonist	M5 ag
Nc1c(Cl)cc(C2=NCCn3nc4cc([N+](=O)[O-])ccc4c32)cc1Cl	-17	0	2	6	12	0.1	-6	2	2
CN1CCN(CC(C)(C)NS(=O)(=O)c2ccc(Cl)cc2)CC1	1	-1	3	-12	-1	-2.1	3	2	-2
CS(=O)(=O)N(CC(=O)N1CCCC1)c1ccc(Cl)cc1Cl	-2	-1	2	-5	10	0.0	2	0	-2
Nc1nc2c3ccccc3nc(C3CC3)n2n1	-4	1	-1	2	-12	1.2	1	0	0

(continued)
SMILES	CHRM5 PAM	CHRM1 antagonist	M1 PAM	CHRM4 antagonist	CHRM5 antagonist	CRFBP-R2 agonist	CHRM4 PAM	CHRM4 agonist	M5 ag
C#CCOCCOCCOCCNc1nc(N2CCN(C(=O)CCCCCCCCCCNC(=O)Cn3cc(C[C@@H](C)O)nn3)CC2)nc(N2CCN(C(=O)CCCCCCCCCCNC(=O)Cn3cc(C[C@@H](C)O)nn3)CC2)n1	0	-4	1	3	13	3.0	8	2	0
Cn1ccnc1SCC(=O)NC1CCCCC1	-3	3	6	3	1	2.1	13	0	0
O=C(Cc1ccc2c(c1)CCCC2)Nc1ccccc1Br	-10	-5	-2	2	8	4.3	-1	-1	-3
COc1cc(NS(=O)(=O)c2ccc(NC(=O)/C=C/c3ccc([N+](=O)[O-])cc3)cc2)ncn1	-2	3	-1	-5	-1	-0.7	8	2	-3
Cn1c(SCC(=O)N2CCc3ccccc32)nnc1C1CC1	4	-12	6	-5	-4	0.9	11	1	-10
Cc1cc(C)n2nc(SCC(=O)N(Cc3ccccc3)C3CCS(=O)(=O)C3)nc2n1 (centres undefined)	-4	-3	10	-3	1	1.1	1	1	-3
O=C(Nc1nc(-c2ccc3c(c2)OCCO3)cs1)C1CCCC1	-11	-12	0	0	9	0.1	-9	4	-6
COCCCNc1nc2c(c(=O)n(Cc3ccc(Cl)cc3)c(=O)n2C)n1C	-5	-15	9	-5	-1	2.6	-1	7	3
CCCn1c(N)c(N(CCOC)C(=O)c2ccccc2)c(=O)[nH]c1=O	3	-12	7	-2	14	0.1	0	3	-1
COc1ccc(F)cc1CN1CCN(c2ncnc3scc(-c4ccccc4)c23)CC1	-6	-8	2	3	15	0.6	-5	-1	-3
OCc1ccccc1N=Cc1cccnc1	-3	-14	7	3	8	-1.0	1	0	-3
CCOCCCNC(=S)N1CCN(c2nc(-c3ccc(F)cc3)cs2)CC1	-26	22	-9	2	14	-1.3	-10	11	8
CCOc1ccc(NC(=O)CN(C)C(=O)CCNC(=O)c2ccccc2Cl)cc1OCC	5	-4	3	-5	2	0.2	0	0	1
O=C(O)c1c(Cl)cccc1Cl	3	-10	5	-8	-2	-2.1	4	3	1
O=C(NC(=S)Nc1ccc(O)cc1)c1cncc(Br)c1	-6	-3	6	-1	3	-2.2	-3	2	0
COc1ccc(-c2csc3nc(-c4cccnc4)nc(Cl)c23)cc1OC	-5	0	-2	0	3	1.1	-8	3	-4
COc1ccc(C2=NOC(Cn3nc(C(=O)NCc4ccco4)cc3-c3ccccc3)C2)cc1 (centres undefined)	-29	33*	-21	17	10	0.2	-6	24	4
COc1ccc(OC)c(N2CC(O)=C(c3nc4ccccc4s3)C2=N)c1	-3	-3	-1	-13	-8	0.4	-9	4	-7
